# CHRM5 PAM = positive allosteric modulators of human muscarinic M5 receptor; P08912; CHO-K1 hM5, Fluo-8 calcium, ACh EC20 PAM; 0% = ACh EC20, 100% = ACh EC100; hit rate 0.3% among 360,000; activation, % at 3 µM;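 active = activation above the run cutoff, the mean activation of all test compounds plus 3 SD, cut at about 18% in these data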
# Target sequence (P08912 whole entry, looked up): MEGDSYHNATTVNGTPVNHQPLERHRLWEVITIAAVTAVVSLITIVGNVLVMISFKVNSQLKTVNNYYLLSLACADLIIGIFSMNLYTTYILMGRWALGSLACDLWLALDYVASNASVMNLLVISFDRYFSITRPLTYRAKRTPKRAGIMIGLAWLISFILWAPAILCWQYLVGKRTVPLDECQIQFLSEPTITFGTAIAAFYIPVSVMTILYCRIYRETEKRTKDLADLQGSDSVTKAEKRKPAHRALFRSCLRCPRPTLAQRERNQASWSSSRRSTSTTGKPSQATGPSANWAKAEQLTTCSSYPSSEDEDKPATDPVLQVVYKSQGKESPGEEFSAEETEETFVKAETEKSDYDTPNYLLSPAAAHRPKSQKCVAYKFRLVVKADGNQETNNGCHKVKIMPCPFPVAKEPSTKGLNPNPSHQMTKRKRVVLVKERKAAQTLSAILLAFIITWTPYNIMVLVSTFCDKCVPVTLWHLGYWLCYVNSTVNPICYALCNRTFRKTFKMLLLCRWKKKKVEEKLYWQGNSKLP
#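 Measured by: Fluo-8 calcium fluorescence; material: human M5 receptor in CHO-K1 cells; schedule: Post-acetylcholine fluorescence recording 140 s; benchmarks: low control EC20 acetylcholine (0%), high control EC100 acetylcholine (100%); read-out: Max/basal fluorescence ratio as % of EC20–EC100 ACh window; compound: single dose, 3 µM nominal final test concentration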
# CHRM1 PAM = positive allosteric modulators of human M1 muscarinic receptor | P11229 | CHO-K1 hM1, Fluo-8 calcium fluorescence, ACh EC20; 0% = ACh EC20, 100% = maximal ACh | activation, % at 3 µM | hit rate 0.088% among 360,000; in the data active = activation above about 19%, passing the limit was not always enough
# M1 antag = human CHRM1 antagonism; P11229; CHO-K1 hM1, Fluo-8 calcium fluorescence, ACh EC80 antagonist; inhibition, % at 3 µM; hit rate 1.3% among 360,000; AID 588852;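 active = percent inhibition above its own plate's cutoff, namely the mean of that plate's compound wells plus 3 SD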;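 note: peak over basal fluorescence ratio during 140 s after agonist addition; 0% = ACh EC80 plus DMSO and 100% = DMSO alone without agonist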
# CRFBP-R2 agonist = agonists of human CRF-binding protein/CRF-R2 receptor complex; HEK293 CRF-R2/CRF-BP, calcium dye fluorescence (FLIPR); percent of saturating CRF peptide response; hit rate 0.46% among 350,000; activation, % at 13.2 µM;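 active = activation of at least 50%, plus an integration ratio under a set limit after plate pattern correction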;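 note: plate controls were neutral control wells without compound for no effect and CRF at EC100 for full effect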
# CHRM4 antagonist = blocks acetylcholine activation of human M4 receptor; CHO-hM4 cells, ACh EC80, Fluo-8 calcium fluorescence; inhibition, % at 3 µM; hit rate 0.73% among 360,000; AID 624125;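 active = inhibition above its plate's cutoff, the mean inhibition of sample wells plus 3 SD, cut at about 27% in these data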;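 note: 0% = acetylcholine EC80 with DMSO and 100% = DMSO without agonist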
# Target sequence (P08173 whole entry, looked up): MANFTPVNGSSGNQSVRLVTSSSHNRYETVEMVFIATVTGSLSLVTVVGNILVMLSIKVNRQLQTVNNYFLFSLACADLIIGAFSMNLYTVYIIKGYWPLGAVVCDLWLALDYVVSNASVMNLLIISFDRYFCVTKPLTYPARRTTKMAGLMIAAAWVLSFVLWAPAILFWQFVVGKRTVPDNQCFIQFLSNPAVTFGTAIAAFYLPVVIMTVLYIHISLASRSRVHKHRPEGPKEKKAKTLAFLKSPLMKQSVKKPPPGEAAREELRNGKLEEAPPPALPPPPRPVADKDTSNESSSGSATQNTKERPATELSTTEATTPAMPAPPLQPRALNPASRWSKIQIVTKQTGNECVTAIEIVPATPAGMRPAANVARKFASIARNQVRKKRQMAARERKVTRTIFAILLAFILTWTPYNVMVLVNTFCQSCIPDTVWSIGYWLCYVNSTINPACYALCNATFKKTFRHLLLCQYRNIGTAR
# CHRM5 antagonist = antagonists of human muscarinic M5 receptor (CHRM5); P08912; CHO-hM5 cells, Fluo-8 calcium fluorescence, ACh EC80; inhibition, % at 3 µM; hit rate 0.59% among 360,000;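 active = inhibition above a per-plate cutoff, the mean of that plate's test compounds plus 3 SD, cut at about 27% in these data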;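 note: 0% = acetylcholine EC80 with DMSO and 100% = DMSO without agonist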
# M5 ag = CHRM5 agonism in calcium assay | P08912 | CHO-K1 hM5 cells, Fluo-8 calcium fluorescence; 0% DMSO wells, 100% maximal acetylcholine response | activation, % at 3 µM | hit rate 0.19% among 360,000;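 active = activation above the run's mean over test compounds plus 3 SD, cut at about 23% in these data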;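 note: signal is peak over basal fluorescence ratio across the kinetic read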
# M4 PAM = CHRM4 positive allosteric modulation; P08173; CHO-K1 hM4/Gqi5, Fluo-8 calcium fluorescence, ACh EC20; 0% = ACh EC20, 100% = maximal ACh; activation, % at 3 µM; hit rate 0.4% among 360,000; AID 624126;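 active = activation above its plate's cutoff, the mean activation of sample wells plus 3 SD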; note: some results filed as inactive read as strong as hits
# M4 ag = CHRM4 agonism in calcium assay; hit rate 0.14% among 360,000; activation, % at 3 µM; P08173; CHO-K1 hM4/Gqi5, Fluo-8 calcium fluorescence; vehicle 0%, full acetylcholine response 100%;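 active = activation above the run mean over all test wells plus 3 SD, cut at about 32% in these data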;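 note: peak over basal fluorescence ratio per well then scaled between controls; 0% = DMSO wells and 100% = acetylcholine at EC100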
# Starred values were filed as active, the others as inactive; x = not tested or not shown.
canonical_smiles	CHRM5 PAM	CHRM1 PAM	M1 antag	CRFBP-R2 agonist	CHRM4 antagonist	CHRM5 antagonist	M5 ag	M4 PAM	M4 ag
CCCCOc1ccc(C(=O)N/C(=C/C=C/c2ccccc2)C(=O)NC)cc1	8	7	5	-2.1	-10	-8	-1	18	0
Cc1cccc(NC(=O)Cn2nnc(-c3cccs3)n2)c1C	0	2	5	1.9	-2	-2	3	8	2
CSCCNC(=O)Nc1c(-c2c(Cl)cccc2Cl)noc1C	-1	4	-8	1.8	-4	17	0	9	0
Cc1ccc(Nc2nc(N)nc(CSc3nnc(C)s3)n2)cc1	9	15	-17	-0.3	2	7	4	7	1
COc1ccc(Cl)cc1NC(=S)NNC(=O)c1cccs1	2	12	-2	-0.7	-5	-3	4	1	5
COc1cc(S(=O)(=O)Nc2cccnc2)ccc1Cl	3	-1	1	-1.9	-3	0	6	2	0
O=C(c1cc(S(=O)(=O)N2CCOCC2)ccc1Cl)N1CCc2ccccc2C1	5	12	-3	-1.0	-7	-7	-2	7	5
CCOC(=O)C1=C(C)N(C)C(=O)NC1c1cc2c(cc1[N+](=O)[O-])OCO2 (stereo not given)	-5	-3	4	1.6	-2	1	-5	5	2
COc1ccc(C2CC(=O)c3c(O)cc(O)cc3O2)c(CC=C(C)C)c1OC (stereo not given)	-9	-7	5	-2.4	-17	6	-3	-5	2
COc1ccc(OC)c(N(CC(=O)NCc2ccncc2)S(C)(=O)=O)c1	7	-3	5	-0.6	10	1	-6	-2	1
COC(=O)c1sc2nc(C)c([N+](=O)[O-])c(C)c2c1N	4	11	2	-0.6	18	-7	-4	46*	16
CCCN1CCN(C(=S)NCc2ccc(Cl)cc2)CC1	11	7	-8	-0.1	-12	3	-5	-4	3
COc1ccc(NC(=S)NC(=O)/C=C/c2ccco2)cc1	3	-3	1	0.2	-2	-6	-8	6	0
CCC(C)[C@H](N)C(=O)N[C@H]1CCC2C3CC=C4C[C@@H](O)CC[C@]4(C)C3CC[C@@]21C (stereo not given in full)	1	0	-6	1.1	-1	3	4	-2	5
O=C(NCCN=C1NS(=O)(=O)c2ccccc21)c1ccc(S(=O)(=O)N2CCOCC2)cc1	3	-1	2	-0.3	0	0	-2	3	0
CSCCC(NC(N)=O)C(=O)N(C)CC(=O)Nc1cc(C)ccc1C (stereo not given)	-1	0	-14	1.3	5	1	1	-2	0
O=C(Cn1nnc(-c2cccs2)n1)NCCc1ccccc1	1	8	-23	-1.1	6	1	-2	0	2
Cc1ccc(C(=O)COc2cc(O)c3c(=O)cc(-c4ccccc4)oc3c2)cc1	11	14	-18	-0.7	-9	4	2	0	1
O=S1(=O)CCN2C(=N1)SC1=C2CCN(Cc2ccccc2)C1	-1	5	-7	4.4	-2	-11	-3	-1	0
Cc1cc(C)n(C2CC(=O)N(c3ccc(C)c(Cl)c3)C2=O)n1 (stereo not given)	-2	2	-4	-3.7	-18	-4	-3	-1	0
CCOC(=O)C1CCN(c2nc(C)nc3c2oc2ccccc23)CC1	-12	-2	2	7.6	-2	2	-5	0	2
Cc1ccc(S(=O)(=O)N2CCN(C(C(=O)Nc3ccc(F)cc3)c3ccccc3)CC2)cc1 (stereo not given)	-2	-1	-7	3.2	-7	5	-2	-6	-1
COc1ccc(C(CC(=O)O)N2Cc3ccccc3C2=O)cc1 (stereo not given)	-8	18	-7	-0.9	0	15	-3	4	0
Cc1noc(NS(=O)(=O)c2ccc(NC(=O)C34CC5CC(C3)CC(n3cnc(Br)n3)(C5)C4)cc2)c1C	4	14	-7	4.7	-12	3	1	17	0
c1cc(-c2cc3nc(NC4CCCCC4)ccn3n2)ccc1OCCN1CCOCC1	-13	-10	14	x	-3	6	5	-8	26
C(=C\c1ccccc1)/CN1CCN(C(c2cccc3ccccc23)c2nnnn2-c2ccc3c(c2)OCCO3)CC1 (stereo not given)	-22	-18	-7	x	1	12	-4	5	1
Cc1ccc(C(=O)N/C(=C\c2sccc2C)C(=O)NCc2ccncc2)cc1	1	-1	1	-3.7	5	3	0	0	2
Cc1ccc(NC(=O)CSc2nc(=O)n(CCCN3CCOCC3)c3c2CCCC3)cc1	5	1	-3	-0.3	-13	0	-2	-1	0
Oc1ccc(C[C@H]2CNC(=S)N2C[C@H]2CCCN2C[C@H](Cc2ccccc2)N2C[C@H](Cc3ccccc3)N(CC3CCCCC3)C2=S)cc1	-2	x	x	x	-8	5	-1	1	0
CCc1nonc1NC(=O)c1oc2ccc(C)cc2c1C	-4	-9	45*	0.5	4	13	-4	1	0
O=C1CC[C@@H](CN(Cc2ccccc2)Cc2cn[nH]c2-c2cc3ccccc3o2)N1	2	2	0	0.4	-1	12	0	-2	3
Cc1cc(Cl)ccc1NC(=O)CN1C(=O)NC2(CCCC2)C1=O	-1	14	-15	-1.3	3	9	-2	2	2
COC(=O)[C@@H](NC(=O)c1ccccc1)[C@@H](C)O	-2	-6	12	-0.9	9	3	4	-3	-1
COCCCNC(=O)CSc1nc2cc(C(=O)NCCOC)ccc2c(=O)n1Cc1ccc2c(c1)OCO2	1	2	0	-1.2	6	-7	1	-5	1
COc1cc2c(cc1OC)[C@H](C)N(C(=O)COc1ccccc1)CC2	-8	0	6	-1.1	10	15	1	-7	10
Cn1ccnc1COc1ccc(/C=N/O)cc1	9	0	-3	-0.1	-1	-6	-1	-4	0
CC(=O)c1ccc(N2CCN(S(=O)(=O)c3cn(C)c(C)n3)CC2)cc1	-10	9	-5	-0.1	9	15	-2	1	1
CCOC(=O)c1nc(C)nc(Sc2n[nH]c(-c3cc(Cl)cc(Cl)c3)n2)c1C	-5	-3	8	-1.8	-5	13	1	-5	0
O=S(=O)(N/N=C\c1cccn1-c1ccccc1)c1ccc2ccccc2c1	4	3	4	-1.5	1	-6	2	3	0
C[C@@H]1CN([C@H](C)CO)C(=O)c2cc(NC(=O)Nc3ccc(C(F)(F)F)cc3)ccc2O[C@H]1CN(C)S(=O)(=O)c1cccs1	2	-22	-1	1.0	-1	6	0	0	1
O=C(COC(=O)CNC(=O)c1ccccc1)NCCc1ccccc1	-3	11	-8	0.3	6	5	-1	-1	0
Cc1cccc(NC(=O)c2cc(-c3cc(Cl)ccc3O)n[nH]2)c1	-5	2	1	3.3	1	13	-1	-6	2
Brc1ccc(-c2nnc(-c3cccnc3)o2)cc1	6	4	-7	-1.3	-9	-3	2	1	2
CC(C)S(=O)(=O)N1CCCC(c2cc(C(=O)NCc3cccnc3)no2)C1 (stereo not given)	7	18	-31	x	-15	-11	1	0	1
COc1ccc(/C=C/C(=O)c2ccc3c(c2)OCO3)c(OC)c1	-5	-1	3	1.8	3	-1	-4	-7	0
Cc1ccc(NS(=O)(=O)c2ccc3c(c2)NC(=O)CO3)cc1C	-12	-2	11	0.1	1	25	-2	4	6
CCOc1cc(/C=C/C(=O)OCC(=O)NC2CCS(=O)(=O)C2)ccc1OCc1ccccc1 (stereo not given)	12	-2	1	-0.4	6	5	-1	0	-2
CCC(=O)Nc1nc(-c2ccc3c(c2)OCCO3)cs1	0	1	-4	2.0	-5	-2	-1	3	4
COc1ccc(-c2csc(N3C(=O)CNC3=S)n2)cc1	0	7	-3	-0.1	-4	-2	-1	1	1
CCCNC(=O)c1ccc2c(=O)c(O)c(-c3ccc(F)cc3)[nH]c2c1	-11	7	-3	13	5	9	3	5	4
COc1ccc(NC(=S)NCCCN2CCN(C3CCCCC3)CC2)cc1	-4	-5	7	0.1	0	-1	-3	-12	0
O=C(Cn1cnc2ccccc2c1=O)Nc1ccc(S(=O)(=O)N2CCOCC2)cc1	-15	-7	11	-4.5	-5	-6	3	-3	12
COCOc1ccc(-c2ncc(OC)nc2NC(=O)c2cc(C)oc2C)cc1	-1	-2	-8	x	1	-4	1	-4	0
O=C(Nc1ccc(Cl)cc1)C1CCN(C(=O)c2cccs2)CC1	-2	3	-3	0.3	2	0	-1	2	3
Cc1cccc(NC(=S)N(CCCN2CCCC2)Cc2cccn2Cc2ccc(Cl)cc2)c1	2	-4	11	2.7	5	13	-15	-18	5
Cc1c(NC(=O)CN2CCC(C(N)=O)CC2)cccc1[N+](=O)[O-]	21*	7	-4	0.7	3	-3	3	-2	2
O=c1c2cc(NC(=S)N3CCC(N4CCCCC4)CC3)ccc2nc2n1CCCCC2	-2	3	-1	-0.1	-6	3	-4	5	1
O=c1oc2cc(Cl)ccc2n1CSc1nc2ccccc2s1	-3	-13	3	-0.4	-1	13	-7	3	-2
O=S(=O)(c1cccs1)N1CCN(c2ccc(Cl)cc2)CC1	3	4	-2	-0.3	-1	-4	2	-2	6
CC(C)C(=O)Nc1ccc(C(=O)CSc2nnc(C3CC3)n2C2CC2)cc1	5	10	-3	0.9	-1	10	-3	10	1

# Next part
canonical_smiles	CHRM5 PAM	CHRM1 PAM	M1 antag	CRFBP-R2 agonist	CHRM4 antagonist	CHRM5 antagonist	M5 ag	M4 PAM	M4 ag
COc1ccc(NC(=O)COC(=O)CCCc2c[nH]c3ccccc23)cc1	-2	6	-8	1.4	4	4	3	-6	7
Cc1occc1C(=O)NNC(=O)COc1ccc(Br)cc1Br	-2	-4	7	-1.8	3	2	-2	-4	1
N#CC1=C(N)OC2=C(C(=O)CC(c3ccco3)C2)C1c1ccc(OCc2c(F)cccc2Cl)cc1 (stereo not given)	0	1	0	2.2	14	5	-2	1	0
COc1ccc(OC)c(C(=O)c2c(C)oc3cc(Br)c(O)c(CN(C)C)c23)c1	0	8	-13	-2.4	-4	17	-2	8	0
Clc1ccc(Cl)c(OCCN2CCCC2)c1	-5	-15	8	-0.9	6	14	-27	-7	1
O=C(C1CCC(C(=O)N2CCCCC2)CC1)N1CCCCC1 (stereo not given)	-3	7	-5	0.9	-5	-4	1	0	1
COc1ccc(C)cc1NC(=O)COC(=O)c1c(C)noc1C	2	6	-7	0.4	0	4	0	-1	1
Cc1c(C(=O)c2ccc(Cl)cc2[N+](=O)[O-])c2ccccn2c1CCC#N	19*	17	1	-2.4	-2	8	3	16	3
CC(C)(C)NC(=O)CN(C(=O)c1ccc(Cl)nc1)c1cccc2ccccc12	23*	3	-1	-1.1	19	0	-1	29	1
COC(=O)Cc1ccc(OC2(C)CCN(Cc3csc4ccccc34)C2)cc1 (stereo not given)	-19	-26	29*	x	54*	7	-2	-13	1
COc1ccc(N(C(C)C(=O)N/N=C/c2cccnc2)S(C)(=O)=O)cc1 (stereo not given)	9	3	2	-1.6	6	-10	-2	1	2

# Filtered by structure: those above containing a cyano group (2)
canonical_smiles	CHRM5 PAM	CHRM1 PAM	M1 antag	CRFBP-R2 agonist	CHRM4 antagonist	CHRM5 antagonist	M5 ag	M4 PAM	M4 ag
N#CC1=C(N)OC2=C(C(=O)CC(c3ccco3)C2)C1c1ccc(OCc2c(F)cccc2Cl)cc1 (stereo not given)	0	1	0	2.2	14	5	-2	1	0
Cc1c(C(=O)c2ccc(Cl)cc2[N+](=O)[O-])c2ccccn2c1CCC#N	19*	17	1	-2.4	-2	8	3	16	3

# Screens: PubChem, several laboratories

# The order is random; about 2.8% have a hit in one of these screens.
